# ELG1 DNA repair: inhibitors of ELG1-dependent DNA repair in HEK293T cells | HEK293T ELG1-luciferase reporter, luminescence, 16 h; DNA damage induced by 5-fluorouridine | Potency, µM (highest dose often 46.1 µM), inactives show top-dose activity change, negative = inhibition, most hits filed as inhibitors | 330,000 compounds, 2.3% hits | AID 504467; further: potency means the concentration at half of the fitted maximal effect; on the % scale 0 is the no-effect control and ±100 the full control effect; nearly all actives have a fitted effect of over 55% in size
#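 Cells (2,000 per well) received 5-fluorouridine plus test compound or DMSO and were incubated 16 hr at 37 °C, 5% CO2. Luciferase activity was read by luminescence 30 min after ONE-Glo addition; signal suppression marked inhibition of damage-induced ELG1 function.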
# p53 reactivation: mutant p53 re-activation in reporter cells. AID 504706. 320,000 compounds, 0.063% hits. H1299 p53-A138V BP100-luciferase reporter, luminescence, 24 h. Potency, µM (highest dose often 92.2 µM), inactives show at the top dose activity change, positive = activation, most hits filed as activators; further: potency means the concentration at half of the fitted maximal effect; % of control where 0% means no effect; nearly all actives have a fitted effect of over 45% in size
#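 H1299 (p53-null), stable ts p53-A138V + BP100-Luc; 1000 cells/well, Opti-MEM/10% FBS; cpd 4 pt, 1:5; 24 h, 37 deg C, 5% CO2; detection reagent 10 min RT; luminescence.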
# AT treatment: potential ataxia-telangiectasia treatment. […] A-T fibroblasts, KAP-1 phosphorylation AlphaLISA; neocarzinostatin DNA damage 30 min before lysis. Potency, µM (top dose mostly 57.5 µM), for inactives: top-dose activation, hits mostly activators. 320,000 compounds, 0.19% hits. AID 485349; further: potency means the concentration at half of the fitted maximal effect; % of control where 0% means no effect; nearly all actives have a fitted effect of over 45% in size
#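 hTERT-immortalized A-T patient fibroblasts ([…]), 500 cells/well in OPTI-MEM, 1% FBS, got compounds for 60 min, then NCS for 30 min at 37C. Lysates were then assayed for phospho-KAP-1 by AlphaLISA (anti-pKAP1 donor, anti-KAP1 acceptor beads), 6 hr at 25C.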
# PTAP TSG101 blk: blocks PTAP/TSG101 interaction to inhibit HIV-1 budding | Q99816 | Fluorescence polarization, FITC-PTAP peptide / Tsg101 binding | Potency, µM (highest dose often 115 µM), for the others: at the highest dose activity change, negative = inhibition, hits mostly inhibitors | 340,000 tested, under 10 active; active means well fitted inhibition curve with a large enough effect in the main read-out, with a control signal flat, not every such curve was filed as active; inconclusive means small, poorly fitted or top-dose-only effect, or effect the other way, or a change in a side signal; inactive means no such curve, though single readings can be large or run the other way; further: potency means the concentration at half of the fitted maximal effect; % of control where 0% means no effect
# Target sequence (Q99816 whole entry, looked up): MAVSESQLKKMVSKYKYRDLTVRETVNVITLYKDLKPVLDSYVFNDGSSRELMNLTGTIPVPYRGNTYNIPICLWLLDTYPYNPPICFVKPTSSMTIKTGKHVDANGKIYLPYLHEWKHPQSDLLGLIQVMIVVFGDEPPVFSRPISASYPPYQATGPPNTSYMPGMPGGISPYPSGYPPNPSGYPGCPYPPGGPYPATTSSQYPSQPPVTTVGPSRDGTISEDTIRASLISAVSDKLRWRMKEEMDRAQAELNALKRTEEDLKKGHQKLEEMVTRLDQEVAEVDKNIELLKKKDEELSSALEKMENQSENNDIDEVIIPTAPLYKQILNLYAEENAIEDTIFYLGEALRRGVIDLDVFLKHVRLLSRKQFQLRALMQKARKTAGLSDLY
#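 Fluorescence polarization binding of Tsg101 binding domain (10 uM final) to FITC-labeled PTAP peptide (50 nM final) in HEPES pH 7.5 buffer with NaCl, Tween 20, EDTA, TCEP. Compounds added before peptide; binding 20 min at RT.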
# B2AR arrestin: beta2AR (human) beta-arrestin recruitment activity; AID 492947; Potency, µM (top dose mostly 46.1 µM), for inactives: at the top dose activation, hits mostly activators; P07550; 330,000 compounds, 0.02% hits; beta-arrestin recruitment to beta2AR, cell-based reporter;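 further: potency means the concentration at half of the fitted maximal effect; 0% = DMSO controls and full agonism = EC100 isoproterenol or metaproterenol; nearly all actives have a fitted effect of over 65% in size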
# Target sequence (P07550 whole entry, looked up): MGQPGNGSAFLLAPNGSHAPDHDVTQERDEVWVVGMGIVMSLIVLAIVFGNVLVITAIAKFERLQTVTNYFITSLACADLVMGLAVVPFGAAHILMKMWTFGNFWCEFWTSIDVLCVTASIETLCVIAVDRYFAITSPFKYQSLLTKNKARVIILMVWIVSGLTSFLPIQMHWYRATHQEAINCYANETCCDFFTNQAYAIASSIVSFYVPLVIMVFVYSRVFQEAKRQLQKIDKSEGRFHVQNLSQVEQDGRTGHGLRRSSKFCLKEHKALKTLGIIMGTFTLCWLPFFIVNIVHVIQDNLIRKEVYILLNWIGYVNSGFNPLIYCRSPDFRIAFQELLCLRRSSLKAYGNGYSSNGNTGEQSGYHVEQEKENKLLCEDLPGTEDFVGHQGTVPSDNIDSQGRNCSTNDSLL
# BRCA1 expr act: activators of BRCA1 expression; 380,000 compounds, 1.1% hits; AID 624202; Potency, µM (series often up to 46.1 µM), inactives show at the top dose activation, hits mostly activators; MCF7-BRCA1-FFLuc reporter, luminescence, 48 h; response scale: scaled: vehicle 0%, 10 µM genistein 100%; further: potency means the concentration at half of the fitted maximal effect; nearly all actives have a fitted effect of over 80% in size; some results filed as inactive show a strong effect at the top dose
#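 Luminescence from a BRCA1-driven firefly luciferase in MCF7 cells was read after 48 h compound exposure at 37 C. Data normalized against DMSO and a 10microM genistein activation control, then curve-fitted across the titration.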
# TCR act: T cell receptor activation; primary human leukocytes, anti-CD3, IL-2 HTRF, 48 h; Potency, µM (series often up to 9.22 µM), inactives show at the top dose activation of IL-2 secretion, most hits filed as activators; 330,000 tested, under 10 active; AID 504894; further: % of control where 0% means no effect
#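 Activity was scored as IL-2 release from primary human leukocytes given only a TCR signal (a-CD3 beads) plus compound for 48 hr. Detection used a two-antibody HTRF format read at 665nm.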
# TRPV1 agonist: human TRPV1 agonism. activation, % at 8.33 µM. 320,000 compounds, 0.19% hits. TRPV1-expressing cells, Fluo-8 calcium influx, agonist mode. Q8NER1; in the data active means activation above about 80%; inconclusive means between about 30% and that limit; further: 0% is about no effect
#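 Fluo-8 calcium influx in TRPV1-expressing cells, kinetic read (ex 480/em 520 nm). Compound added and read 3 min for agonist activity, followed by capsaicin at EC20 final and 2 min further read for enhancement.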
# a7 integrin act: activators of alpha7 integrin expression for muscular dystrophy | alpha7betagal myoblasts, beta-gal FDG fluorescence, 48 h | Potency, µM (doses to about 38.3 µM), inactives show top-dose activation, actives largely listed as activators | 350,000 compounds, 0.064% hits;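 further: potency means the concentration at half of the fitted maximal effect; 100% = response of the positive control SU9516; nearly all actives have a fitted effect of over 60% in size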
#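 alpha7betagal+/- myoblasts (passage 13, 250/well) treated 48 h at 37C with compounds at 1:260 dilution of DMSO stock. Lysed, then beta-galactosidase activity read as FDG fluorescence (ex 480/em 540) after 30 min, with pre-read for autofluorescence.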
# MLL CXXC-DNA inh: blocks binding of human MLL CXXC domain to DNA; MLL-CXXC / FITC-HOXA9 DNA fluorescence polarization; Q03164; 290,000 compounds, 0.037% hits; Potency, µM (titrated, usually from 115 µM), for the others: at the top dose activity change, negative = inhibition, hits mostly inhibitors; active means well fitted inhibition curve with a large enough effect in the polarisation, with a control signal flat, not every such curve was filed as active; inconclusive means small, poorly fitted or top-dose-only effect, or effect the other way, or a change in a side signal; inactive means no such curve, though single readings can be large or run the other way; the % refers to the polarisation; further: potency means the concentration at half of the fitted maximal effect
#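 Fluorescence polarization: 7 uM MLL-CXXC (stock) preincubated 5 min with compounds, then 50 nM fluorescein-HOX-A9 DNA (stock) added; 30 min ambient. Buffer 50 mM Tris-HCl pH 7.5, 50 mM NaCl, 1 mM DTT, 0.05% BSA.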
# * = called active by the depositor; ? = inconclusive; / = not tested or not shown; [ ] = remark or other dose. Unless noted, the call rests on the fitted dose curve; in most records, active means well fitted curve in the direction sought with a large enough effect; inconclusive means small, poorly fitted or top-dose-only effect, or another doubt; inactive means no such curve, though single readings can be large; an effect the other way counts as inactive or inconclusive. Rows are unselected; about 3.8% have a hit in one of these screens.
cpd	SMILES	ELG1 DNA repair	p53 reactivation	AT treatment	PTAP TSG101 blk	B2AR arrestin	BRCA1 expr act	TCR act	TRPV1 agonist	a7 integrin act	MLL CXXC-DNA inh
1	CCCCOc1c(Cl)cc(C(=O)N(C)CC(=O)Nc2ccc(N3CCOCC3)cc2)cc1OCC	-4%	4%	6%	-3%	-0.4%	-25%	-7%	21	-4%	6%
2	CCN(CC)S(=O)(=O)c1ccc(OC)c(NC(=S)Nc2ccc(C)c(C)c2)c1	-11%	7%	9%	0%	-0.3%	-58%	4%[46.1 µM]	0	-20%	5%
3	COc1ccc(OC)c(NC(=O)c2[nH]c(C)c(C(C)=O)c2C)c1	?	?	2%	-1%	-0.4%	-53%	3%	24	18%	2%
4	COc1ccc(N2CCn3c2nc2c3c(=O)n(CCN3CCOCC3)c(=O)n2C)cc1	23%	4%	/	/	-0.2%	/	/	-3	/	-7%
5	O=C(CSc1nncs1)Nc1ccc2c(c1)OCCO2	?	10%	/	0%	-0.1%	74%	0%	3	12%	-3%
6	Cc1ccc2c(c1)nnn2C1CCN(C(=O)Nc2ccccc2C)CC1	1%	10%	0%	-1%	-0.1%	0%	4%	?	9%	11%
7	c1ccc(-c2cn3nc(-c4ccccc4)cnc3n2)cc1	?	81%	-19%	0%	7.8%	?	0%[46.1 µM]	8	17%	-5%
8	COc1cc(O)c(C(=O)CC(=O)c2ccncc2)c(OC)c1	/	/	/	-4%	/	-24%	1%	/	8%	/
9	Cc1onc(-c2ccccc2)c1C(=O)NC(C)C	3%	3%	-4%	6%	0.2%	-3%	-3%	0	-13%	-1%
10	Cc1ccc(Nc2nc(N)nc(CSC(=S)N3CCOCC3)n2)cc1	?	22%	-2%	-4%	0.5%	5µM*	1%	?	-14%	0%
11	COc1ccc(C2C(=O)c3ccccc3C2=Nc2ccc(Br)cc2)cc1 (centres undefined)	7%	1%	-8%	-3%	-0.3%	6%	-1%	1	-33%	?
12	Clc1ccsc1-c1ccc2ccccc2n1	?	?	8%	-4%	0.3%	31%	5%	19	6%	2%
13	COCC(C)N1CCC(n2nccc2NC(=O)c2ccc3c(c2)OCO3)CC1 (centres undefined)	18%	?	0%	2%	-0.2%	-15%	-5%	0	-6%	1%
14	N=C1C(=O)OCC1c1ccccc1NC(=O)c1ccc(F)cc1 (centres undefined)	2%	-8%	12%	-2%	-0.4%	-17%	-4%[46.1 µM]	1	21%	-3%
15	CCOC(=O)c1ccc2c(c1)N(Cc1ccccc1C)C(=O)c1ccccc1S2=O (centres undefined)	16µM*	1%	3%	-2%	-0.5%	-16%	1%	29	-5%	-20%
16	Cc1cccc(NC(=O)COC(=O)c2n[nH]c3ccccc23)c1C	10%	-4%	-12%	1%	0.1%	-22%	10%	2	-8%	/
17	O=C(Cn1nnc2ccccc2c1=O)NCc1ccco1	4%	0%	-4%	-2%	0.2%	2%	-3%	-4	14%	-2%
18	CC1CCN(C(=O)C2CCN(S(=O)(=O)c3cccs3)CC2)CC1	?	13%	1%	-2%	0.0%	97%	1%	17	0%	27%
19	C=CCNc1nc(-c2ccc(O)c(C(N)=O)c2)cs1	?	?	-4%	-2%	0.0%	53%	2%	0	-46%[inhibitor]	20%
20	Cc1ccc2[nH]cc(CCNC(=O)C3CCCCC3)c2c1	-2%	/	-6%	-6%	-0.9%	-6%	/	6	-9%	-13%
21	Cc1cccc(N2CC(C(=O)Nc3ccccc3N3CCOCC3)CC2=O)c1C (centres undefined)	-2%	2%	31%	-2%	0.0%	5%	5%	/	0%	/
22	O=C(CSc1nnc(Cc2ccccc2)o1)Nc1cccc(F)c1	13%	4%	14%	-6%	-0.2%	10%	-27%	14	2%	29%
23	CC(C)(C)n1nnnc1C(c1ccc(F)cc1)N(Cc1ccc(F)cc1)Cc1ccco1 (centres undefined)	6%	?	1%	-1%	-2.0%	-38%	-3%	19	-6%	-3%
24	CNc1nc(NC)nc(-n2c(C(F)(F)F)nc3ccccc32)n1	-22%	-5%	6%	-2%	0.0%	-21%	2%	3	-7%	-4%
25	O=C(Nc1ccc(O)cc1)C1CCCO1 (centres undefined)	?	-1%	/	-4%	0.3%	-4%	-15%	-2	6%[7.66 µM]	10%
26	Cc1cc(C)n2nc(C(=O)OCC(=O)c3cc(C)n(CC4CCCO4)c3C)nc2n1 (centres undefined)	9%	1%	-9%	-6%	0.1%	-10%	-2%	0	22%	8%
27	CCOC(=O)N1CCC(NC(=O)C2CCN(S(=O)(=O)N3CCCC3)CC2)CC1	-7%	?	0%	-4%	-0.2%	7%	-2%	0	6%	5%
28	Cc1ccc(S(=O)(=O)NCC(=O)OCc2ccccc2)cc1	-2%	2%	-11%	-5%	0.1%	0%	2%	18	-8%	-6%
29	COc1ccc(NC(=O)Nc2ccccc2)cc1S(=O)(=O)N1CCCCC1	?	1%	5%	1%	0.0%	-40%	5%	?	-37%	-4%
30	Cc1ccc(C)c(NC(=O)COC(=O)c2nc(Cl)ccc2Cl)c1	-8%	1%	-7%	1%	0.1%	2%	/	0	4%	/
31	COc1ccc(C(=O)COC(=O)CCc2ccccc2)cc1	-1%	-2%	10%	-7%	-0.2%	15%	0%	?	7%	2%
32	N#C/C(=C(/O)COC(=O)CCCNC(=O)c1ccc(Cl)cc1)c1nc2ccccc2[nH]1	4%	7%	13%	-1%	-0.1%	0%	3%	1	-8%	-2%
33	Cc1ccc(Cl)cc1N1CCN(S(=O)(=O)c2ccc3c(c2)OCCO3)CC1	19%	-2%	-2%	-2%	0.4%	13%	-2%	6	-8%	-2%
34	O=C(O)C1(Nc2ccc([N+](=O)[O-])cc2[N+](=O)[O-])CCCC1	/	/	/	-2%	/	19%	4%	/	-24%	/
35	Cc1cccc(Nc2ccccc2C(=O)OCC(=O)NCc2ccco2)c1C	-16%	0%	-3%	-2%	-0.7%	-62%	1%	?	-30%	-2%
36	CCN(CC)CCN(C(=O)C1=COCCO1)c1nc2ccc(C)cc2s1	?	18%	3%	0%	0.1%	48%	-1%	0	-48%[inhibitor]	37%[activator]
37	COc1ccc2c(C)c(Cl)c(=O)oc2c1	21%	-2%	-3%	-6%	0.1%	-5%	-11%	-1	1%	0%
38	O=[N+]([O-])c1nn(-c2ccc3c(c2)OCCO3)n(O)c1=Nc1ccc(Cl)cc1	?	-4%	-3%	-4%	0.0%	-81%	-1%	-10	16%	-5%
39	COc1cc(/C=C/c2cccc[n+]2C)ccc1OCC(=O)Nc1cccc(Cl)c1	?	3%	-13%	-1%	-0.3%	-11%	0%	2	8%	?
40	CN(C)S(=O)(=O)N1CCC(CCCC2CCN(S(=O)(=O)N(C)C)CC2)CC1	/	/	/	1%	/	-49%	-73%	5	-13%	-6%
41	Cc1ccc(Nc2nc(Cl)nc3ncn(C)c23)c(C)c1	/	/	/	3%	/	1%	-2%	/	19%	/
42	CCN1CCN(CCOCCOc2ccccc2)CC1	15%	-8%	-12%	-2%	-0.6%	-2%	0%	1	-12%	-6%
43	O=C(N/N=C/c1ccc(OC(=O)c2ccccc2Cl)cc1)c1ccccn1	?	?	12%	-1%	-1.3%	?	5%	14	-15%	37%[activator]
44	CN(C)/C(=N\S(=O)(=O)c1ccc(F)cc1)c1ccccc1	5%	5%	5%	-6%	0.3%	8%	-3%	1	22%	-3%
45	Cc1cc(C)cc(CC2CC(=O)N(c3nc(C)cc(C)n3)C2=O)c1 (centres undefined)	?	?	1%	-4%	0.0%	-4%	-5%	4	1%	-9%
46	CC(C)NC(=O)N1CCCN(c2nc3ccc(Cl)cc3s2)CC1	?	3%	-3%	0%	-1.0%	15%	0%	?	-12%	-2%
47	CC(C)N1C(=S)N(Cc2ccco2)C(=O)C1CC(=O)Nc1ccccc1 (centres undefined)	?	2%	-7%	0%	0.1%	-14%	5%	3	-11%	1%
48	O=C(Cc1noc2ccccc12)NNC(=S)Nc1ccc(Cl)cc1	-2%	-5%	-6%	-1%	-0.1%	-11%	/	-3	18%	2%
49	COC(=O)c1ccc(/C=C2/SC(=S)N(CCCC(=O)Nc3ccc(O)cc3)C2=O)cc1	-2%	-2%	12%	-19%	-0.1%	-85%	-1%	-3	-11%	-11%
50	Cc1ccc2[nH]c(C(=O)N/N=C/c3ccc([N+](=O)[O-])cc3)c(C)c2c1	?	-3%	-2%	-1%	-1.0%	-48%	-1%	0	-19%	5%
51	Cc1ccc(C(C)C)c(OCC(O)CN2CCc3ccccc3C2)c1 (centres undefined)	-4%	-15%	-16%	-3%	-0.1%	-53%	-2%	14	-51%[inhibitor]	-1%
